# ATXN viability = viability counter-screen for ATXN expression inhibitors. S2 cells (HEK-293 line with an ATXN2-luciferase reporter) viability, CellTiter-Fluor protease fluorescence, 24 h. Potency, µM (doses to about 56.7 µM), most hits filed as cytotoxic. 400,000 tested, 0.49% active. AID 651635; note: nearly all actives have a fitted effect of over 40% in size
# TGFb SMAD3 inh = blocks TGF-b signaling; HepG2 CAGA-GFP TGF-b/SMAD3 reporter, GFP fluorescence, 18 h; TGF-beta stimulated, 500 pg/mL final; Potency, µM (top dose mostly 46.1 µM), for the others: top-dose activity, negative = inhibition, hits mostly inhibitors; 410,000 tested, 1.2% active; note: % is set by controls: 0 for no effect and ±100 for the full control effect; nearly all actives have a fitted effect of over 65% in size
#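 Per well, imaged GFP fluorescence of HEPG2 CAGA-GFP cells gives the signal; cells get compound, then TGF-beta (500 pg/mL final), 18 h at 37 degrees C; %Activity versus -TGF-beta and +DMSO controls.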
# HepG2 viability = counter-screen for TGF-b inhibitors: cytotoxicity in HepG2 cells | Potency, µM (top dose mostly 46.1 µM), without a hit: at the highest dose activity change, negative = cytotoxicity, usual class: cytotoxic | HepG2 CAGA-GFP viability, ATP luminescence, 18 h | 410,000 tested, 0.76% active; note: some results filed as inactive show a strong effect at the top dose
#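 HepG2 CAGA-GFP cells (1000/well, DMEM with 1% FBS) received compound, then TGF-beta at 500 pg/mL final, and were incubated 18 hours at 37 degrees C. Viability was read by CellTiter-Glo luminescence. Media-only wells were set as complete cell-killing and DMSO as no toxicity.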
# A549 viability = kills or reduces viability of A549 cells in Nrf2 counter-screen; A549 ARE-Fluc cells, CellTiter-Fluor viability, 18-24 h; Potency, µM (top dose mostly 46 µM), for the others: top-dose activity change, negative = cytotoxicity, usual class: inhibitors; 390,000 tested, 0.16% active; note: % is set by controls: 0 for no effect and ±100 for the full control effect
#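 Cytotoxicity counterscreen: CellTiter-Fluor fluorescence was measured in A549 ARE_Fluc cells after 18-24 h of compound exposure in a concentration series. The subsequent BugLite luminescent read reports ARE-luciferase activity.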
# Nrf2 inh = inhibitors of Nrf2 signaling; Potency, µM (series often up to 46 µM), without a hit: at the highest dose activity change, negative = inhibition, most hits filed as inhibitors; A549 ARE-Fluc reporter, luciferase luminescence, 18-24 h; 360,000 tested, 2.1% active; note: % is set by controls: 0 for no effect and ±100 for the full control effect; nearly all actives have a fitted effect of over 60% in size
#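 Nrf2 activity is the BugLite luminescence, read 15 min after reagent at room temperature, following CellTiter-Fluor cytotoxicity readout (30 min, 37C). Compound titrations were applied for 18-24 h to 5000 A549 ARE_Fluc cells/well in 5% FBS OPTI-MEM.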
# MCF10A rereplic = DNA re-replication induction in MCF 10a cells | Potency, µM (series often up to 46.1 µM), for the others: at the top dose activity, positive = re-replication, actives largely listed as activators | 350,000 tested, 2.9% active | MCF 10A DNA re-replication, Hoechst nuclear intensity, 48 h; note: % of control where 0% means no effect; nearly all actives have a fitted effect of over 50% in size
# Nrf2 ARE act = Nrf2 pathway activation; AREc32 ARE-luciferase reporter (MCF7-derived line), luminescence, 24 h; Potency, µM (top dose mostly 46.1 µM), for the others: at the highest dose activation, usual class: activators; 410,000 tested, 0.31% active; AID 624171; note: % of control where 0% means no effect; nearly all actives have a fitted effect of over 65% in size
#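 AREc32_Fluc, 1000 cells/well, OPTI-MEM + 5% FBS, o/n 37 deg C 5% CO2; 23 nL cpd by pin tool, 24 hr; Steady-Glo 30 min RT, luminescence.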
# ATXN2 expr inh = reduces ATXN2 reporter expression in HEK-293 cells | HEK-293 ATXN2-luciferase reporter, luminescence, 24 h | Potency, µM (highest dose often 57 µM), for the others: at the top dose activity change, negative = inhibition, usual class: inhibitors | 360,000 tested, 0.72% active; note: % is set by controls: 0 for no effect and ±100 for the full control effect; nearly all actives have a fitted effect of over 55% in size
#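 qHTS (up to 57 uM final) was run with 24 h compound exposure of reporter cells at 37 °C. Each well was multiplexed: SteadyGlo luminescence measured ATXN2-luciferase expression after a fluorogenic Gly-Phe-AFC viability readout (25 uM final).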
# EPAC2 antag = blocks human EPAC2 exchange factor; Q8WZA2; EPAC2 GEF exchange of Rap1B-BODIPY-GDP, fluorescence; Potency, µM (top dose mostly 114 µM), for the others: at the highest dose activity, negative = inhibition, hits mostly inhibitors; 360,000 tested, 0.18% active; note: % is set by controls: 0 for no effect and ±100 for the full control effect; nearly all actives have a fitted effect of over 45% in size; many of its hits are not listed in these tables
# Target sequence (Q8WZA2 whole entry, looked up): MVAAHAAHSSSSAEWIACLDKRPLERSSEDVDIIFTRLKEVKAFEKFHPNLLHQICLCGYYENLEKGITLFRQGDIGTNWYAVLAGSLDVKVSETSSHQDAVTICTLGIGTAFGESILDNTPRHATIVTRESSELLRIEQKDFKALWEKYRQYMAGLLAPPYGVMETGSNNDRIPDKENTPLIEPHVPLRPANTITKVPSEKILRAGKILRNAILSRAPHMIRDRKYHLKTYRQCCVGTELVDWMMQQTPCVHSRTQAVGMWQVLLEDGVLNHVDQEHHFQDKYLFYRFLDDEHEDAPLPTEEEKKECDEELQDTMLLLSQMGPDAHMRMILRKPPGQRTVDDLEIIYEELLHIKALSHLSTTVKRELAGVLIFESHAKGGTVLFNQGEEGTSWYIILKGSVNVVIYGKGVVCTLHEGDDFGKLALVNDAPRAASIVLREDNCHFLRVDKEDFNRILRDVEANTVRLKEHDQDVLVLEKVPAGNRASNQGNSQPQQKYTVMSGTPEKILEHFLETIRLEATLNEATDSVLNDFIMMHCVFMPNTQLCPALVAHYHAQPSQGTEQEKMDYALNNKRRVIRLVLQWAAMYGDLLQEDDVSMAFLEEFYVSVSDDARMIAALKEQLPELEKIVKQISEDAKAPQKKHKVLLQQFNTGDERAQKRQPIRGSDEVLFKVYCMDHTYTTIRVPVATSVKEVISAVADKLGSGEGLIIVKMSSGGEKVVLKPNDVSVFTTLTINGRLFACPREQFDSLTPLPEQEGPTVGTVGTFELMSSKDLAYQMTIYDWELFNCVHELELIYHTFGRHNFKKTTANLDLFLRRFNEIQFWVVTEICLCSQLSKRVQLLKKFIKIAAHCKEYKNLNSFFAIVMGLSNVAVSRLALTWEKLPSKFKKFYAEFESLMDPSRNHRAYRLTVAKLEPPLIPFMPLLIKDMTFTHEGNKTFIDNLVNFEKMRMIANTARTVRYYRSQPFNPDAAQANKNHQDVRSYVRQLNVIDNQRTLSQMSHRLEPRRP
# * marks the source's active call; other numbers are inactive results; i = inactive; u = inconclusive; x = no result given; [ ] = another dose, or the depositor's remark. Calls come from the whole dose curve; as a rule, active = well fitted curve in the direction sought with a large enough effect; inconclusive = small, poorly fitted or top-dose-only effect, or another doubt; inactive = no such curve, though single readings can be large; an effect the other way counts as inactive or inconclusive. Potency is the fitted concentration of half-maximal effect. These rows are one share of the data, so the mix of outcomes need not match the whole.
SMILES,ATXN viability,TGFb SMAD3 inh,HepG2 viability,A549 viability,Nrf2 inh,MCF10A rereplic,Nrf2 ARE act,ATXN2 expr inh,EPAC2 antag
COc1ccc(C2CC(c3ccc(F)cc3)n3nc(NS(C)(=O)=O)nc3N2)cc1 (stereo not drawn),i,-15%,-3%,-5%,-29%,1%,-0.4%,0%,u
CCOC(=O)C1=NN(C(=O)c2ccc(C)cc2)C(O)(c2ccc(Cl)cc2)C1 (stereo not drawn),i,7%,2%,3%,u,7%,0.3%,2%,-2%
COc1cc(NC(=O)CCS(=O)(=O)c2ccc3c(c2)oc(=O)n3C)cc(OC)c1,i,-19%,-6%,1%,-1%,4%,-0.6%,-7%,4%
CC(C)(C)c1nn(-c2ccccc2)c2[nH]c(=O)c(CNc3ccc4c(c3)OCCO4)cc12,i,u,7%,-14%,u,u,5.2%,-11%,-13%
CCOC(=O)N1CCN(S(=O)(=O)N2CCCC(C(=O)NCCc3ccc(OCC)c(OCC)c3)C2)CC1 (stereo not drawn),i,-6%,9%,0%,-7%,-4%,-0.6%,3%,0%
COc1ccc(N(CC(=O)NCc2ccccc2)S(=O)(=O)c2c(C)nn(C)c2C)cc1,i,-11%,-4%,1%,7%,5%,-0.5%,5%,-6%
Cc1ccc(-c2noc(-c3ccccc3C(=O)NCC3CCCO3)n2)cc1 (stereo not drawn),i,6%,-1%,3%,x,5%,5.2%,31%,7%
CCOc1ccsc1C(=O)OC,i,-1%,15%,5%,-6%,0%,-0.8%,-17%,25%
COc1cc(OC)cc(-c2c(-c3cccs3)c3cc(-c4ccc(C(N)=O)cc4)ccc3n2C)c1,u,-3%,3%,-15%,u,16µM*,0.4%,u,-5%
COc1cc(/C=N/NC(=O)CCC(=O)NC2CCCCC2)ccc1C,i,-10%,-13%,5%,29%,-1%,-0.1%,-3%,-2%
COc1cccc(/C=N/NC(=O)CNC(=O)C(c2ccccc2)c2ccccc2)c1O,i,1%,-15%,5%,20%,u,0.4%,u,-7%
COc1ccc(S(=O)(=O)N2CCCCC2c2cc(C(=O)NCc3ccc(F)cc3)no2)cc1 (stereo not drawn),i,15%,2%,x,x,x,3.2%,-20%,u
CCN1CCN(CCCN(Cc2ccco2)C(=S)Nc2cccc(Cl)c2C)CC1,u,-2%,-16%,-13%,-3%,-5%,3.3%,-23%,9%
CC(=O)OCCn1c2nc(=O)[nH]c(=O)c-2nc2cc(C)c(C)cc21,x,u,-65%,u,-13%,-12%,-2.1%,x,x
Cc1c(C)c2c(OCC(=O)NCc3ccccn3)cc3c(c2oc1=O)CCC(C)(C)O3,u,-6%,-28%,-3%,-17%,-3%,-0.3%,-16%,-10%
COc1ccccc1CCC(=O)Nc1ccc2c(c1)CN(CCCn1cccn1)CC2,i,14%,3%,-6%,-12%,2%,0.0%,-4%,-3%
Cc1ccc(OCC(=O)Nc2ccc3c(c2)ncn3C)cc1,i,1%,-7%,-12%,-1%,-14%,-0.8%,-1%,-15%
CCN(Cc1ccccc1)C(=O)/C=C/c1ccccc1[N+](=O)[O-],i,0%,4%,5%,-9%,-2%,6.0%,-6%,-2%
Cc1ccc(NC(=O)N2CCN(c3ccccn3)CC2)cc1,i,-6%,8%,-4%,-37%,-7%,-0.8%,12%,7%
CSc1nn(-c2ccc(C(=O)OC(C(=O)NC(N)=O)C(C)C)cc2)c(=S)s1 (stereo not drawn),u,11%,0%,1%,-4%,u,5.4%,-16%,1%
CC(NC(=O)CN1C(=O)NC2(CCCCC2C)C1=O)c1ccccc1 (stereo not drawn),i,9%,5%,8%,10%,-6%,0.2%,12%,3%
Cc1ccc(CSCC(=O)Nc2ccccc2)cc1,i,48%[activator],9%,3%,5%,1%,2.0%,31%,-19%
NNC(=O)c1cccc(COc2ccccc2Br)c1,i,-7%,-17%,-6%,u,2%,-1.1%,u,2%
Cc1ccc(NC(=O)Cc2ccc([N+](=O)[O-])cc2)c(Br)c1,i,-8%,-23%,-3%,-21%,u,0.3%,-13%,-3%
CCOC(=O)c1[nH]c(C)c(CCC(=O)N2CCN(c3cccc(C)c3C)CC2)c1C,i,u,-2%,-20%,x,x,-0.9%,-30%,x
COc1ccc(N2C(=O)CCC(C(=O)NCc3ccccn3)C2c2ccc(OC)c(OC)c2)cc1 (stereo not drawn),i,-7%,-2%,-6%,1%,5%,-0.6%,-4%,2%
C[C@H](NC(=O)c1nc[nH]c1C(=O)N(C)Cc1ccccc1)c1ccccc1,i,-8%,-12%,6%,8%,8%,-0.8%,-4%,5%
CCOC(=O)N1CCN(C(=O)COc2ccc(S(=O)(=O)NC3CCCCC3)cc2C)CC1,i,u,1%,-14%,x,-1%,-0.2%,-13%,5%
O=C(CCNS(=O)(=O)c1ccccc1F)N1CCN(C/C=C/c2ccccc2)CC1,i,-7%,-17%,-5%,-29%,1%,5.4%,10%,-12%
CCN(CC(=O)Nc1c(F)cccc1F)C(=O)CCCN1C(=O)c2ccccc2C1=O,i,-9%,-17%,x,x,x,0.4%,x,1%

# Entries of single compounds, quoted from the list. Screens in order: ATXN viability	TGFb SMAD3 inh	HepG2 viability	A549 viability	Nrf2 inh	MCF10A rereplic	Nrf2 ARE act	ATXN2 expr inh	EPAC2 antag
# `CCN(CC(=O)Nc1c(F)cccc1F)C(=O)CCCN1C(=O)c2ccccc2C1=O` in the list: i	-9%	-17%	x	x	x	0.4%	x	1%
# `CCOC(=O)c1[nH]c(C)c(CCC(=O)N2CCN(c3cccc(C)c3C)CC2)c1C` in the list: i	u	-2%	-20%	x	x	-0.9%	-30%	x
# `CC(NC(=O)CN1C(=O)NC2(CCCCC2C)C1=O)c1ccccc1` (stereo not drawn) in the list: i	9%	5%	8%	10%	-6%	0.2%	12%	3%
# `C[C@H](NC(=O)c1nc[nH]c1C(=O)N(C)Cc1ccccc1)c1ccccc1` in the list: i	-8%	-12%	6%	8%	8%	-0.8%	-4%	5%
# `O=C(CCNS(=O)(=O)c1ccccc1F)N1CCN(C/C=C/c2ccccc2)CC1` in the list: i	-7%	-17%	-5%	-29%	1%	5.4%	10%	-12%

# Other records:
SMILES,ATXN viability,TGFb SMAD3 inh,HepG2 viability,A549 viability,Nrf2 inh,MCF10A rereplic,Nrf2 ARE act,ATXN2 expr inh,EPAC2 antag
CCN(Cc1ccccc1)S(=O)(=O)c1ccc2c(c1)NC(=O)CC(=O)N2,i,-6%,-22%,-8%,-3%,3%,0.0%,x,-4%
COC(=O)c1c(NC(=O)c2ccc(S(=O)(=O)N(C)C3CCCCC3)cc2)sc2c1CCN(C)C2,x,14%,-49%,-1%,x,x,5.0%,u,x
CC1(C(=O)NS(=O)(=O)c2ccc(Cl)cc2)CCN1C(=O)CCc1ccccc1 (stereo not drawn),i,19%,7%,x,x,x,-0.9%,15%,10%
CCc1ccc(OC(=O)Nc2ccccc2)cc1,i,0%,-5%,-2%,u,2%,2.1%,90%[activator],-5%
Cc1ccc(NC(=O)CN(C)C(=O)c2cc(S(=O)(=O)N(C)C)ccc2N2CCCC2)cc1,i,-19%,-13%,-4%,-13%,-1%,-0.1%,7%,-17%
Cc1ccc(N2CCN(C(=O)Cn3ncc4c([nH]c5ccc(C)cc54)c3=O)CC2)c(C)c1,i,6%,-7%,2%,u,x,-0.4%,-2%,x
Clc1cccc(-c2nc(NCc3cccnc3)c3ccccc3n2)c1,i,u,-37%,-5%,x,u,8.0%,u,-4%
C[C@]12c3[nH]c4ccccc4c3CCN1C(=O)C(CC(=O)NCC13CC4CC(CC(C4)C1)C3)C[C@@H]2C(=O)N1CCCCC1 (stereo partly drawn),u,u,-45%,-13%,16µM*,9%,-1.4%,u,-11%
O=C(NN=C(Cc1ccccc1)Cc1ccccc1)c1ccc(F)cc1,i,-7%,-14%,5%,3%,3%,5.2%,x,-15%
C=CCOc1c(CNc2ccc(C(=O)O)cc2)cccc1OCC,i,-14%,-10%,-12%,17%,19%,-0.4%,30%,4%
O=C(NCCCc1nc2ccccc2n1CCCOc1ccccc1)C1CCCCC1,x,-4%,-7%,-2%,-10%,x,x,x,x
CC(=O)Nc1ccc(S(=O)(=O)NC2(C(F)(F)F)C(=O)Nc3c2c(=O)[nH]c(=O)n3Cc2ccccc2)cc1 (stereo not drawn),i,-8%,-17%,1%,2%,11%,-0.4%[9.22 µM],-2%,-2%
CC(NS(=O)(=O)c1ccccc1)C(=O)Nc1ccc2c(c1)OCCO2 (stereo not drawn),i,-2%,27%,-10%,16%,-4%,0.4%,4%,0%
C=C(C)CSc1nc2sc3c(c2c(=O)n1-c1ccccc1)CCC(C)C3 (stereo not drawn),i,-7%,-35%,1%,2%,x,-0.8%,1%,x
CCN1C(=O)c2ccccc2Sc2ccc(C(=O)NCCCN3CCOCC3)cc21,i,-4%,2%,0%,-5%,u,0.3%,x,1%
CCC1CCC2(CC1)NNC(=S)NN2,i,4%,7%,-1%,-20%,-5%,-1.7%,u,-2%
COc1ccc(-n2c(C)c(C)c3c(NCCN(C)C)ncnc32)cc1,i,-8%,-7%,-1%,-17%,12%,2.1%,-3%,-2%
O=C(CSc1nc2ncccc2[nH]1)Nc1ccccc1-c1ccccc1,i,1%,0%,2%,u,3%,0.1%,-20%,-6%
COc1ccc(N(CC(=O)NCc2cccs2)S(=O)(=O)c2c(C)n[nH]c2C)cc1,i,u,0%,7%,10%,-2%,-0.4%,-2%,13%[57.1 µM]
CC(=O)N1CCN=C1SCc1ccc(F)cc1,i,4%,11%,0%,8%,0%,-0.9%,9%,-10%
COc1ccccc1NC1SC(=O)N(c2ccccc2)C1=O (stereo not drawn),i,-10%,-7%,-1%,u,1%,9.1%,6%,-4%
COc1cccc(-n2cnnc2SCC(=O)NC2CC2)c1,x,-4%,0%,-8%,8%,0%,-0.9%,x,5%
COc1ccc(NC(=O)Nc2cccc(F)c2)c(OC)c1,i,2%,10%,7%,u,-16%,-0.1%,13%,5%
Cc1ccccc1CCN1CCCC(CN(C)C(=O)c2ccc3ncccc3c2)C1 (stereo not drawn),i,12%,-6%,-1%,7%,-2%,-0.3%,3%,9%
CC12CCC3C(CCC4CC(O)CCC43C)C1CC(O)C2 (stereo not drawn),i,12%,1%,12%,-4%,u,0.1%,-9%,0%

# Bioassay records as filed in PubChem BioAssay.
